ZTA DNA inh: blocks Epstein-Barr virus ZTA, an EBNA-1 counter-screen; P03206; ZTA-DNA binding, fluorescence polarization; inhibition, % at 11 µM; hit rate 0.15% among 320,000; in the data active means inhibition above about 33%
Fh CTSL1 inh: blocks F. hepatica cathepsin L1 in PFM18AAP counter-screen. recombinant F. hepatica cathepsin L1, Z-Leu-Arg-MCA fluorescence. inhibition, % at 5.96 µM. hit rate 0.49% among 300,000. AID 1906;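 active means inhibition above the mean of all tested compounds plus 3 SD, set per screening campaign, cut at about 17% in these data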;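 further: 0% = plate median of test compound wells and 100% = 1 µM Z-Phe-Ala-diazomethylketone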
PP5 primary: inhibitors of human protein phosphatase 5 (PP5). P53041. hit rate 0.18% among 320,000. purified PP5c, OMFP substrate fluorescence. inhibition, % at 6.7 µM;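 active means inhibition above the campaign's mean inhibition across all tested compounds plus 3 SD, cut at about 9.5% in these data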;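 further: 0% = DMSO only and 100% = 100 µM cantharidin control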
Target sequence (P53041 whole entry, looked up): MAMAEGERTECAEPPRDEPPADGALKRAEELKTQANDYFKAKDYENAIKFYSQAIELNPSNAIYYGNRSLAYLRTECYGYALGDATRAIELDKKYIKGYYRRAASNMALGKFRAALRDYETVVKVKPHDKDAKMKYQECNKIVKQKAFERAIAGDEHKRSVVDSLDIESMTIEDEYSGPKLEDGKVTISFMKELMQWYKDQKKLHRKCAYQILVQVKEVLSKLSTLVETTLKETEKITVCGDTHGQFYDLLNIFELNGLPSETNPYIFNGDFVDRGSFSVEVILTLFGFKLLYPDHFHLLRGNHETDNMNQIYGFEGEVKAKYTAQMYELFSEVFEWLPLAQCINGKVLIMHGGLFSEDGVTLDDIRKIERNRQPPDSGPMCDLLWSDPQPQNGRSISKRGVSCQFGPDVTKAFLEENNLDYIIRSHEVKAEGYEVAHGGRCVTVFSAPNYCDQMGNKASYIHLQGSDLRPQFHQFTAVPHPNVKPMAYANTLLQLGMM
PP1 counter: counter-screen for PP5 inhibitors: inhibitors of human PP1-alpha; inhibition, % at 6.7 µM; P62136; AID 2235; hit rate 0.9% among 320,000; purified PP1alpha, OMFP fluorescence;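 active means inhibition above the mean inhibition of all tested compounds plus 3 SD, computed separately for each screening campaign, cut at about 15% in these data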
EBNA-1 inhibitor: blocks EBNA-1 binding to DNA. EBNA-1 DNA binding, fluorescence polarization. hit rate 0.34% among 300,000. inhibition, % at 14.8 µM. AID 1950; in the data active means inhibition above about 28%
CR mimetic SO: caloric restriction mimetics inhibiting age-related superoxide in yeast; AID 2690; hit rate 0.18% among 330,000; S. cerevisiae aged cells, superoxide DHE fluorescence; stronger effect = lower value; superoxide response (% of plate mean), % at 10 µM;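 active means superoxide response under a set limit, about three screen SD below normal, cut at about 65% in these data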;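 further: yeast aged for seven days with compound at 30 °C before DHE staining; 100% = average MFI of all compound-treated wells on the plate with controls excluded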
TPT1 inhibitor: C. albicans TPT1 enzyme inhibition; recombinant caTPT1, FP RNA substrate dephosphorylation; inhibition, % at 5 µM; hit rate 0.81% among 300,000; AID 1962;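 active means inhibition above the mean of all tested compounds plus 3 SD, set per screening campaign, cut at about 24% in these data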;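 further: plate controls were DMSO alone for no effect and ferristatin control at 100 nM for full effect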
core dimer inh: HCV core protein dimerization inhibition. hit rate 0.33% among 300,000. TR-FRET GST/Flag-core106 dimerization, 1536-well. inhibition, % at 5 µM;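 active means inhibition above the mean of all tested compounds plus 3 SD, set per screening campaign, cut at about 45% in these data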
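Assay system – GST-tagged and Flag-tagged HCV core protein residues 1-106 · Quantity – core106 proteins, GST 13.5 nM and Flag 17 nM · Benchmarks – unlabelled core106 and no-GST-core106 wells · Read-out basis – percent inhibition of core106 dimerization signal · Detection – time-resolved FRET, ex 340 nm, em 617 and 671 nm · Schedule – 4 h at 22.5 °C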
JMJD2C inh: inhibitors of human GASC-1 (JMJD2C) demethylase | GST-JMJD2C(1-420) H3K9me3 demethylation, DELFIA europium | inhibition, % at 2.35 µM | hit rate 0.069% among 330,000;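 active means more than half of a compound's replicate wells show inhibition beyond 50%, single wells judged on their own value; inconclusive means some, but no more than half, of replicates pass 50% inhibition; inactive means no replicate passes 50% inhibition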;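 further: signal counts dimethyl H3K9 product captured on neutravidin plate; 0% = median of DMSO wells and 100% = 0.3 times that DMSO median; strong numbers were not always called active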
Target sequence (Q9H3R0 1-420 limits assumed): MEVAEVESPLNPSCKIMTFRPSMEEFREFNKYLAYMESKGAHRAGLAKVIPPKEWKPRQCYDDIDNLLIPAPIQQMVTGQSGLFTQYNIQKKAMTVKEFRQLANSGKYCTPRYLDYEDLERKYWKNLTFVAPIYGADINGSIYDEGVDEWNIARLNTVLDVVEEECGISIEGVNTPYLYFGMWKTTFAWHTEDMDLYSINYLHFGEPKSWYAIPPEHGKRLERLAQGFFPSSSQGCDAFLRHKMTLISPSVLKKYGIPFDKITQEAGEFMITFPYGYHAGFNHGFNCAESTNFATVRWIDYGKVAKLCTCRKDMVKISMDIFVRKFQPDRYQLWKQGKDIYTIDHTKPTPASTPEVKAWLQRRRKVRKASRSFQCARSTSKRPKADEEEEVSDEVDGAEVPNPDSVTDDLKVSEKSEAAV
The depositor's hits bear a star; ? = inconclusive; . = not tested or not shown.

SMILES	ZTA DNA inh	Fh CTSL1 inh	PP5 primary	PP1 counter	EBNA-1 inhibitor	CR mimetic SO	TPT1 inhibitor	core dimer inh	JMJD2C inh
O=C(/C=C/c1ccccc1)N1CCN(c2c(Cl)cccc2[N+](=O)[O-])CC1	-22	-3	4.4	4	-11	108	2	8	-4
O=C(NC1CCCCCC1)C1CCN(S(=O)(=O)c2c(Cl)cccc2Cl)CC1	-20	.	1.8	0	.	98	.	.	-2
CC(C)NC(=S)N=Nc1c(O)[nH]c2ccc([N+](=O)[O-])cc12	14	2	2.4	7	8	102	-2	6	2
O=C(NCN1CCc2ccccc2C1)c1cnccn1	-8	1	2.0	0	1	109	0	-5	-1
Nc1c(C(=O)NCc2ccc3c(c2)OCO3)c2nc3ccccc3nc2n1CCCN1CCOCC1	7	2	9.7*	4	-1	99	11	-7	-2
CSc1nnc2n(C)c3c(c(=O)n12)C1(CCCC1)Cc1ccccc1-3	-2	4	-1.0	-4	3	106	1	-4	-9
Cc1ccc(F)cc1NC(=O)CSCc1nc2sc(C)c(C)c2c(=O)[nH]1	-13	8	-1.6	3	-9	96	7	-6	-8
COc1cccc(C(=O)Nc2cccc(-c3ccc(N4CCOCC4)nn3)c2)c1OC	7	5	2.7	-4	3	112	-3	1	1
COc1cccc(OCc2cc(C(=O)NCc3cnc4ccccn34)no2)c1	2	2	0.7	-1	-8	86	3	-6	7
C/C=C/CSc1nc2c(c(=O)[nH]c(=O)n2C)n1C(C)C	-16	7	2.1	0	1	91	-3	-2	.
CC(=O)NC(CCS(C)(=O)=O)C(=O)Nc1cc(Cl)ccc1Cl (configuration not stated)	10	0	-1.1	-2	15	113	2	2	11
CN1CCN(c2nc3ccccn3c(=O)c2/C=C(\C#N)S(=O)(=O)c2ccccc2)CC1	-9	5	3.6	-2	-17	108	1	-1	1
CCCN1C(=O)C(O)(C2CC(=O)CC(C)(C)O2)c2ccccc21 (configuration not stated)	4	4	-1.9	-6	6	95	-1	4	10
CCOc1ccccc1N(CC(=O)NCc1ccc(OC)cc1)S(C)(=O)=O	-2	-3	4.5	-2	-4	107	-5	-3	?
O=C(c1cccs1)N(CC1CCCO1)c1nc(-c2ccccc2)cs1 (configuration not stated)	-5	-1	6.1	0	0	166	2	2	-3

The final five entries of the section above come first, to join the parts.
SMILES	ZTA DNA inh	Fh CTSL1 inh	PP5 primary	PP1 counter	EBNA-1 inhibitor	CR mimetic SO	TPT1 inhibitor	core dimer inh	JMJD2C inh
CC(=O)NC(CCS(C)(=O)=O)C(=O)Nc1cc(Cl)ccc1Cl (configuration not stated)	10	0	-1.1	-2	15	113	2	2	11
CN1CCN(c2nc3ccccn3c(=O)c2/C=C(\C#N)S(=O)(=O)c2ccccc2)CC1	-9	5	3.6	-2	-17	108	1	-1	1
CCCN1C(=O)C(O)(C2CC(=O)CC(C)(C)O2)c2ccccc21 (configuration not stated)	4	4	-1.9	-6	6	95	-1	4	10
CCOc1ccccc1N(CC(=O)NCc1ccc(OC)cc1)S(C)(=O)=O	-2	-3	4.5	-2	-4	107	-5	-3	?
O=C(c1cccs1)N(CC1CCCO1)c1nc(-c2ccccc2)cs1 (configuration not stated)	-5	-1	6.1	0	0	166	2	2	-3
O=C(O)c1cccc(-n2c(/C=C/c3ccccc3)nc3ccccc3c2=O)c1	-20	4	1.5	12	3	96	-2	-2	-5
COC(=O)c1ccc(NC(=O)CCN2CCN(CCC(=O)Nc3ccc(C(=O)OC)cc3)CC2)cc1	0	2	0.9	-1	-1	91	1	-8	-6
COc1cccc(CNc2cccc(C(F)(F)F)c2)c1O	2	-2	4.5	1	-7	82	3	-3	1
O=c1ccc2ccccc2n1Cc1cccc(F)c1	7	-1	-2.1	0	10	103	2	8	4
Cc1ccc(NC(=O)CSc2nc(N)cc(N)n2)cc1S(=O)(=O)N1CCOCC1	-12	-5	3.4	-3	-3	116	0	-2	9
CCOC(=O)c1c(-c2ccc(OC)cc2)oc2cc(Br)c(O)cc12	11	3	0.6	6	11	104	-1	0	8
CC12CCC(=O)N1C(C(=O)NNC(=O)c1cccc(Cl)c1)CS2 (configuration not stated)	5	1	-1.1	-5	8	94	-1	1	10
C=C(C)CC(Nc1ccc(OC)cc1)c1ccco1 (configuration not stated)	-18	3	0.2	-4	-2	103	0	-3	25
Cc1nn(Cc2ccccc2)c(C)c1NC(=O)CSc1nc2c(c(C(F)(F)F)n1)CCc1ccccc1-2	-5	2	6.2	6	-4	110	2	8	7
COc1ccc(S(=O)(=O)Nc2cc3c4c(c2)CC(=O)N4CCC3)cc1	-6	0	0.7	0	-1	103	-4	-5	?
O=C(CSc1nnc(CCc2ccccc2)n1-c1ccc(Cl)cc1)NCc1ccccc1	-5	-2	5.1	2	-7	109	1	2	1
COc1cc2c(cc1OC)C(c1ccccc1O)NCC2 (configuration not stated)	-6	0	-0.8	-4	-1	105	0	7	-8
COc1cccc(NC(=O)COc2ccccc2C(N)=O)c1	4	-3	1.2	3	0	89	4	1	-33
O=C(NCCN1CCCCC1)c1ccc(=O)oc1	-20	11	0.8	-3	-4	83	-8	-3	5
CCOc1cc(-c2noc(CCCC(N)=O)n2)cc(Br)c1OC	3	0	1.0	3	5	115	-2	5	3
Nc1nc(-c2ccccn2)nc(N)c1Cc1ccc(Cl)cc1Cl	5	0	2.3	34*	-5	98	-1	2	25
O=C(Nc1ccc(Cl)c(Cl)c1)Nc1cc(C(=O)NC2CC2)ccc1Cl	-6	0	3.5	-2	-1	102	-2	-2	9
Nc1nc(NCc2ccco2)nc(N2CCCCCC2)c1[N+](=O)[O-]	-2	1	1.4	2	5	92	3	0	7
CC1(C)Oc2ccc3ccc(=O)oc3c2-c2cn[nH]c21	-18	-1	0.9	-2	-6	105	-5	-2	13
O=C(Nc1ccccc1O)c1cc(S(=O)(=O)N2CCOCC2)c(Cl)cc1Cl	10	-2	-0.9	-2	1	80	-4	5	2
Cc1cc(OC(=O)c2ccc(S(=O)(=O)N3CCCCC3)cc2)c([N+](=O)[O-])c(=O)[nH]1	-14	1	2.5	-1	-6	89	2	-3	3
O=C(COC(=O)/C=C/c1cccc([N+](=O)[O-])c1)NCc1ccco1	-11	-8	0.6	-3	-3	109	-1	4	-1
C=CCNc1nc(Cl)nc(Nc2ccc(OCC)cc2)n1	-3	1	-2.3	-3	1	117	-1	5	-24
CN(C)CCCNC(=O)c1ccccn1	-6	-6	2.8	0	7	92	-2	-1	0
O=C1c2cnc3nc(SCc4ccc(Cl)cc4)nn3c2CC2c3ccccc3CCN12 (configuration not stated)	-3	1	6.2	-3	11	119	-4	13	5
O=C(CCl)Nc1cccc2ncccc12	16	14	-1.6	-7	10	100	-3	1	-13
O=C(CSc1nccn1-c1cccc(Cl)c1)NO	1	-2	0.3	-2	-5	98	2	-2	-26
Cc1cc(C)c(C(=O)COc2cccnc2[N+](=O)[O-])cc1C	2	-1	1.1	0	7	104	-2	16	-1
Cc1nnc(N(Cc2ccco2)C(=O)c2ccno2)s1	-4	-1	0.3	-4	7	93	0	-2	-4
CCOC(=O)Cn1c(=N)n(CCOc2ccc(Br)cc2)c2ccccc21	-10	-2	0.1	-2	-6	71	2	-7	18
COc1cc(C(=O)Oc2cc(N)n(S(=O)(=O)c3ccc(F)cc3)n2)cc(OC)c1OC	9	-6	-2.0	-6	-3	96	-2	3	6
Clc1ccc(-c2cn3cccnc3n2)cc1	2	2	3.8	2	-15	114	1	4	7
Cc1oc2c(c(C)cc3oc(=O)c(CC(=O)NCC(=O)NCC(=O)O)c(C)c32)c1C	11	1	-0.1	0	10	85	-3	10	9
Cn1c(CC(=O)Nc2ccccc2F)nnc1SCC(=O)NC1CCCC1	0	5	0.6	-3	3	100	-1	7	10
CCOC(=O)c1sc(NS(=O)(=O)c2ccc(NC(C)=O)cc2)nc1C	-15	3	-0.4	-3	-2	98	0	-1	-8
Cc1cc(NC(=O)CSCC(=O)Nc2ccccc2OC(F)F)no1	12	-4	2.7	1	13	99	-1	3	4
O=C(O)C1=C[C@H](c2ccc3c(c2)OCO3)C[C@H](OCc2ccc(CO)cc2)O1	-9	-6	-2.1	1	2	114	0	-11	1
COc1ccc(C(=O)Nc2cc3c4c(c2)CC(=O)N4CCC3)c(OC)c1	-14	2	3.7	3	7	95	2	-1	2
O=C(Nc1ccccc1C(=O)Nc1ccccc1)c1ccccc1Br	23	0	0.9	1	7	72	2	0	-1
O=C(O)c1cc(-c2ccc(/C=c3\sc4nc5ccc(Br)cc5n4c3=O)o2)ccc1Cl	-1	-8	-1.3	11	-1	95	71*	-46	33
CC(C)c1cc(C(=O)N/N=C/c2ccco2)n[nH]1	11	-2	-1.7	1	10	96	0	4	5
Cc1ccc(/C=N/n2cnc3sc4c(c3c2=O)CCCC4)o1	-10	1	3.7	0	0	98	4	8	1
CC(C)NC(=O)Cn1c(SCC(=O)NC2CCCC2)nc2ccccc21	-9	-4	0.0	-2	-1	104	-2	4	-5
CC(CN(C)Cc1ccccc1)OC(=O)c1ccc(F)cc1 (configuration not stated)	5	3	-0.1	-1	3	91	1	7	1
CCOc1ccc2nc(NCCCNC(=O)c3cc(OC)c(OC)c(OC)c3)c(C#N)cc2c1	1	-1	-0.7	-4	-2	89	-3	2	4
Clc1ccc(CN2CCC(Cc3ccccc3)CC2)cc1	2	-1	3.1	3	-5	92	1	-13	5
CN(Cc1cccs1)C(=O)CSc1nnnn1C	20	7	-4.1	0	5	94	1	0	0
COc1ccc(OCc2nnc(SCC(=O)Nc3nnc(C4CC4)s3)n2C)cc1	-1	2	-1.1	-4	1	88	-5	3	10
CCN(CC)c1ccc(NC(=O)c2ccccc2)cc1S(=O)(=O)Nc1ccccc1OC	3	1	1.9	7	2	83	1	-1	0
Cc1onc(-c2c(Cl)cccc2Cl)c1C(=O)O/N=C(\C#N)c1c(Cl)cccc1Cl	-6	-5	2.9	2	4	123	2	-4	-11
COc1ccc(C(=O)Nc2ccc(NC(=O)c3ccccc3F)cn2)cc1	1	0	2.8	0	1	108	-1	4	3
Cc1c(O)c(=O)c2ccccc2n1C	-11	-3	1.2	5	11	95	-6	-12	-2
COC(=O)[C@@H]1C[C@]2(Br)c3ccccc3N(S(=O)(=O)c3ccccc3)[C@@H]2N1C(=O)OC	-24	1	2.5	1	2	97	1	0	-4
CCC(=O)N1CCc2cc(Br)cc(S(=O)(=O)N3CCCC(C(=O)O)C3)c21 (configuration not stated)	2	1	0.2	3	8	72	-2	-15	9
COc1cc(C(=O)NCCC(=O)NCc2c(F)cc(F)cc2F)cc(OC)c1OC	-12	4	1.7	3	-2	83	-3	-9	0
Cc1c(C(=O)c2ccc(Cl)c(Cl)c2)cnc2cc3c(cc12)OCO3	-14	0	1.5	0	-1	97	-2	9	-2
CNS(=O)(=O)c1cc(C(=O)OCC(=O)NC2CCCc3ccccc32)ccc1Cl (configuration not stated)	-1	-8	2.1	1	4	115	-5	1	7
CCN(CC)C(=O)Cn1cnc2sc(C(=O)N3CCN(c4ccc(F)cc4)CC3)c(C)c2c1=O	-23	0	5.2	4	-25	104	0	3	-2
CCOC(=O)CN1C(=O)C(=O)c2cc(C)ccc21	-4	0	2.3	0	-4	100	0	2	2
CCC(C)(C)n1nnnc1C(c1ccc2ncccc2c1)N1CCN(c2ccc(O)cc2)CC1 (configuration not stated)	-5	-4	1.9	1	-2	102	0	-6	-6
Cc1ccc(-n2c(COc3ccccc3)n[nH]c2=S)cc1	3	0	2.3	-1	-3	104	-4	1	-10

High-throughput results: PubChem, several laboratories
